MITF primary = human MITF inhibition, primary screen | 650,000 compounds, 0.91% hits | AlphaScreen MITF homodimerization, bead proximity signal | O75030 | inhibition, % at 2.6 µM | AID 1259374; in the data active means inhibition above about 50%;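 further: 0% = vehicle wells with protein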
TEAD-YAP block = TEAD-YAP interaction inhibition; HEK-TIYL cells, TEAD-Gal4/YAP UAS-luciferase luminescence; inhibition, % at 9.12 µM; 640,000 compounds, 1.4% hits; in the data active means inhibition above about 32%;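 further: 0% = median of test compound wells and 100% = reference inhibitor wells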
FBW7 act = activators of human E3 ligase FBW7; normalized activity (activation), % at 26.1 µM; 650,000 compounds, 0.13% hits; AlphaScreen FBW7–phospho-cyclin E peptide binding, activator screen; Q969H0; in the data active means normalized activity above about 1.9%;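 further: purified mutant Fbw7 with reduced substrate affinity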
GPR151 ag = human GPR151 activation; PathHunter beta-arrestin GPR151 cells, luminescence; activation, % at 11.2 µM; Q8TDV0; 650,000 compounds, 1% hits; in the data active means activation above about 4.9%;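 further: 0% = median of compound wells and 100% = cells with positive control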
Target sequence (Q8TDV0 whole entry, looked up): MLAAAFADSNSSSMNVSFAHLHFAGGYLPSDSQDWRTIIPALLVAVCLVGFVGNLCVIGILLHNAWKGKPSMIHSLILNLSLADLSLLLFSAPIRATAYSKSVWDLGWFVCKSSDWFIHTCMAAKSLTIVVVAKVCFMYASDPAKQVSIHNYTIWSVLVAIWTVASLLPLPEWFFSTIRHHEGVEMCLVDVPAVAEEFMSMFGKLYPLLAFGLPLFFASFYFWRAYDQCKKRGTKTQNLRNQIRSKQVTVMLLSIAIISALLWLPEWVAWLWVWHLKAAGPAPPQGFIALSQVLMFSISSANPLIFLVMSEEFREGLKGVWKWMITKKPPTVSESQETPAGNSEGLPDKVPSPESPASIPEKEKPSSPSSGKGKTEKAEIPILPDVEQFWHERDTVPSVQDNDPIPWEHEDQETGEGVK
Starred values were filed as active, the others as inactive; & = joins results of further samples.

SMILES	MITF primary	TEAD-YAP block	FBW7 act	GPR151 ag
O=C(/C=C/c1ccccc1)Nc1ccc(-c2ccnc(-c3ccc(NC(=O)/C=C/c4ccccc4)cc3)n2)cc1	-6	1	0.1	-0.1
COc1cc(CN2CCN(C/C=C/c3ccccc3)CC2)ccc1O	52*	3	0.2	-0.9
CCOc1ccc2nc(SCC(=O)Nc3cccc([N+](=O)[O-])c3)sc2c1	15	10	1.3	-0.8
CCN(CC)c1ccc(/C=C2\C(=O)N(c3ccc(Cl)c(C(=O)O)c3)N=C2C)cc1	12	11	-0.5	0.7
NNC(=O)c1cc(-c2ccc(O)cc2)nc2ccc(Br)cc12	3	4	-0.1	1.4
O=C1C2C(c3ccccc3)C=CC(c3ccccc3)C2C(=O)N1c1cccc(Cl)c1 (centres undefined)	3	3	0.1	0.3
O=C(CN1CCN(c2cccc(Cl)c2)CC1)Nc1ccc(Br)cc1	7	3	0.1	0.5
CCCOc1ccc(S(=O)(=O)Nc2ccc(CC(=O)N3CCCC3)cc2)cc1	3	10	0.0	1.1
O=C(c1cccn2c(=O)c3c4c(sc3nc12)CCCC4)N1CCc2ccccc2C1	9	6	0.3	1.7
CC(NS(=O)(=O)c1ccc(Cl)cc1)C1CC2CCC1C2 (centres undefined)	-17	4	-0.1	2.3
N#Cc1ccc(NC(=O)c2cc(-c3cccs3)on2)cc1	2	0	-0.1	4.6
COc1cc(Nc2nc(Cl)nc3nc[nH]c23)cc(OC)c1OC	5	-4	0.0	0.3
COC(=O)C1=C(C)N(C)C(=O)NC1c1cccc(Br)c1 (centres undefined)	-4	0	-0.3	0.3
CC1CCN(C(=O)Cn2c(=O)oc3cc(S(=O)(=O)N4CCCCC4)ccc32)CC1	-5	3	-0.1	0.4
COc1ccc(C2N(c3ccccc3)C(=O)N3CCCN23)cc1 (centres undefined)	-25	2	-0.4	3.7
CCCOc1ccc(C(=O)NC(=S)NNC(=O)c2cnccn2)cc1	-3	-14	0.4	-0.9
O=C(CN1CCN(Cc2ccccc2)C1=O)NCc1ccccc1	3	3	0.4	0.3
CC(C)(C)c1cc(C(=O)N/N=C\c2cccc(Br)c2)n[nH]1	3	-30	-0.1	-0.7
Cc1ccc(/C=C(\C#N)C(=O)Nc2cccc(Cl)c2Cl)o1	8	-2	0.0	-0.4
CCOC(=O)c1c(NC(=O)c2ccccc2OCC)sc(C)c1C	3	0	0.1	0.3
O=S(=O)(c1ccc(I)cc1)C(F)(F)F	-4	0	0.2	-0.2
Cc1cccc(N2NC(=O)/C(=C/c3ccc(Cl)cc3)C2=O)c1	15	-3	0.4	2.6
O=c1[nH]c(=O)n(S(=O)(=O)c2ccc(F)cc2)cc1F	-6	6	-0.1	-0.2
O=C(NC1CCCCCC1)c1ccc(-n2cnc3cccnc32)cc1	-4	-15	0.2	-1.3
O=C(CCc1ccccc1)n1nc(-c2cccnc2)nc1NCc1ccccc1	-19	-7	-0.1	-0.9
Cc1cc2nc(-c3cccnc3SCC#N)[nH]c2cc1C	-7	-16	-0.1	-0.6
N#C/C(=C\c1c(F)cccc1Cl)C(=O)NCc1cccnc1	3	7	1.2	-1.3
CSc1nc(-c2ccccc2)cc(C)c1C#N	-1	4	-0.2	-1.0
COc1ccc(C2CC(C(F)(F)F)n3nc(C(=O)Nc4cc(Oc5ccccc5)cc([N+](=O)[O-])c4)cc3N2)cc1OC (centres undefined)	9	-7	0.3	-1.2
CC(=O)c1cc(Br)c(C)c(Br)c1O	-7	-7	0.1	-0.1
CC(C)(C)n1nc2c(c1NC(=O)c1cccc(F)c1)CS(=O)(=O)C2	-4	-15	0.3	1.7
Cc1nn(C(=O)c2ccc(Cl)cc2)c(C)c1Sc1ccccc1	12	-7	0.5	-2.8
Cc1nonc1NC(=O)c1cccs1	16	-2	-0.1	-0.5
Cc1ccc(NC(=O)CN2C(=O)C(C)(C)Oc3ccc(C(=O)NC4CCCC4)cc32)cc1C	6	4	0.1	0.5
CC1(c2ccc(Br)cc2)NC(=O)CS1 (centres undefined)	2	1	0.0	0.7
CCCCC(=O)Nc1nnc(S(=O)(=O)N(CC)c2ccc(Cl)cc2)s1	-6	6	-0.1	5.7*
COC(=O)c1cc(C(=O)OC)cc(S(=O)(=O)O)c1	-17	5	0.0	-0.8
CCOCCCNS(=O)(=O)c1ccc2c(c1)CCN2C(=O)CCC(=O)O	16	1	1.4	0.7
Cc1ccc2c(c1)C(O)(CC(=O)c1cccc(N)c1)C(=O)N2 (centres undefined)	2	-1	0.1	0.6
CCc1nnc(NC(=O)c2cc(Cl)c(OC)c(Cl)c2)s1	3	-14	-0.1	-0.8
O=C(N/N=C/c1ccccc1[N+](=O)[O-])c1cc(Br)ccc1O	10	-26	-0.1	1.6
COc1ccc2oc(=O)c(NC(=O)c3ccc(Cl)cc3)cc2c1	-10	9	0.3	-0.3
Cc1nnn(C23CC4CC(CC(CC(=O)Nc5ccc(Br)cc5F)(C4)C2)C3)n1	2	-1	0.1	0.0
Cn1c(=O)c2c(-c3cccc(F)c3)c(Nc3ccccc3)oc2n(C)c1=O	10	-72	-0.8	-1.8
Cc1cnc(N2CCOCC2)nc1NCc1ccccc1	-3	-9	0.2	0.5
O=C(NC1CCCC1)c1ccc2nc(-c3ccccc3)c(-c3ccccc3)nc2c1	-8	-3	0.1	-0.8
CCOc1ccc2[nH]c(=O)c(C(c3nnnn3Cc3ccco3)N3CCCC(C)C3)cc2c1 (centres undefined)	7	1	0.0	-0.2
O=C(c1ccc(N2CCC(NCc3ccc4c(c3)OCO4)CC2)cc1)N1CCOCC1	22	-2	0.0	-1.4
Cc1cccc(Nc2ccc3c(cnn3-c3cccc(C(=O)NCCN4C[C@@H](C)O[C@@H](C)C4)c3)c2)c1Cl	10	20	0.2	0.3
CC(=O)Oc1ccccc1C(=O)Nc1ncc([N+](=O)[O-])s1	-4	-64	0.1	-12&-6.0

(list continues)
SMILES	MITF primary	TEAD-YAP block	FBW7 act	GPR151 ag
Cc1cccc(CN2CCN(CC(=O)NCCCSC3CCCCC3)C2=O)c1	9	3	0.6	-1.0
CCOC(=O)c1c(Nc2ccc(Cl)cc2)sc(/C=C2\C=Nc3ccccc32)c1O	8	-2	-0.1	2.4
O=C(Nc1ccc(Oc2ccccc2)cc1)C(=O)C1C(=O)Nc2ccccc21 (centres undefined)	4	-3	0.0	-1.2
O=C(COC(=O)C12CC3CC(CC(Br)(C3)C1)C2)c1ccc2c(c1)OCCO2	3	3	0.0	-1.4
Cc1cc(=O)cc(C)n1-c1ccc(Cl)c(Cl)c1	3	-2	0.1	2.3
CCCCNc1ncnc2c1nnn2Cc1ccccc1Cl	2	-2	0.0	0.5
CCn1c(C)nc2cc(C(=O)N(C)C)ccc21	-19	1	-0.1	0.2
CCN1C(=O)C(=Cc2cc([N+](=O)[O-])cc(OC)c2O)C(=O)N(CC)C1=S	10	9	0.0	2.6
Cc1cccn2cc(-c3cccc(NS(=O)(=O)c4cccc([N+](=O)[O-])c4)c3)nc12	22	-10	0.3	0.0
Cc1ccc2c(c1)C(C)(c1ccccc1)CC(C)(C)N2C(=O)c1cccc(Cl)c1 (centres undefined)	2	12	-0.1	1.2
COc1ccc(C2=NN(C(=O)CCC(=O)O)C(c3ccc(Cl)cc3)C2)cc1OC (centres undefined)	6	0	0.1	2.4
CCOC(=O)N1CCN(C(=O)CN(c2cccc(Cl)c2Cl)S(=O)(=O)c2ccccc2)CC1	-6	1	-0.2	1.4
CCCNc1cc(N2CCCC(C(=O)N(CC)CC)C2)nc(N)n1 (centres undefined)	14	-6	-0.2	0.5
O=C(N/C(=C\c1ccc(OCc2ccccc2)cc1)C(=O)N1CC2CC(C1)c1cccc(=O)n1C2)c1ccc(F)cc1 (centres undefined)	-5	27	-0.1	-0.6
CCCN1CCC(N(C2CC2)S(=O)(=O)c2ccccc2)CC1	7	10	-0.1	-1.5
CC(C)c1nc(CNCc2c(C(=O)N3CCCC3)nc3sccn23)cs1	3	-2	0.1	-1.7
Cc1ccccc1NC(=O)c1cc2c(CO)cnc(C)c2oc1=Nc1ccc(C#N)cc1	-17	4	-0.1	0.0
CCC(O)C1CCN(C(=O)c2cc(COc3ccc(OC)cc3Cl)on2)CC1 (centres undefined)	12	-49	0.0	-2.5
O=c1c(-c2cccc(Cl)c2)[n+]([O-])c2ccccc2n1OCc1ccccc1[N+](=O)[O-]	10	2	0.7	0.2
O=C1[C@@H]2CCCN2C(=O)[C@H]2CN(Cc3cccc4cccnc34)CCN12	4	22	0.2	4.2

Among those listed so far, 2 have a CF3 group.
SMILES	MITF primary	TEAD-YAP block	FBW7 act	GPR151 ag
O=S(=O)(c1ccc(I)cc1)C(F)(F)F	-4	0	0.2	-0.2
COc1ccc(C2CC(C(F)(F)F)n3nc(C(=O)Nc4cc(Oc5ccccc5)cc([N+](=O)[O-])c4)cc3N2)cc1OC (centres undefined)	9	-7	0.3	-1.2

More results.
SMILES	MITF primary	TEAD-YAP block	FBW7 act	GPR151 ag
Cc1cc(C)n2nc(SCC(=O)Nc3sc4c(c3C#N)CCC4)nc2n1	-1	-1	-0.2	0.2
OCCCNc1nccn2c(-c3ccc4c(c3)OCO4)cnc12	-21	1	1.0	-1.4
COc1ccc(C2C3C(=O)N(c4cccc(C)c4)C(=O)C3ON2c2ccccc2)cc1 (centres undefined)	-8	-5	-0.1	-0.6
Cc1cccc2sc(NC(=O)c3cn(-c4ccc(Cl)cc4)c(=O)c4ccccc34)nc12	-12	8	-0.1	1.8
O=C(NC1CC1)c1ccc(-c2ccccc2)s1	4	-35	0.1	-5.8
O=C1CCCc2c1cc(C(=O)Nc1cccc([N+](=O)[O-])c1)c(=O)n2-c1ccccc1	-1	-6	0.1	0.1
CN1CCN(CCOc2ccc3c(=O)c(-c4ccc(Br)cc4)coc3c2)CC1	4	-22	0.0	4.8
O=C(Nc1ccc(-c2nc3ccccc3o2)cc1)C(F)(F)F	-4	2	0.0	-4.1
O=C(N/N=C/c1ccccc1I)c1ccc(O)cc1	15	-16	0.4	0.0

Molecules above that contain an aryl methoxy group:
SMILES	MITF primary	TEAD-YAP block	FBW7 act	GPR151 ag
COc1cc(CN2CCN(C/C=C/c3ccccc3)CC2)ccc1O	52*	3	0.2	-0.9
COc1cc(Nc2nc(Cl)nc3nc[nH]c23)cc(OC)c1OC	5	-4	0.0	0.3
COc1ccc(C2N(c3ccccc3)C(=O)N3CCCN23)cc1 (centres undefined)	-25	2	-0.4	3.7
COc1ccc(C2CC(C(F)(F)F)n3nc(C(=O)Nc4cc(Oc5ccccc5)cc([N+](=O)[O-])c4)cc3N2)cc1OC (centres undefined)	9	-7	0.3	-1.2
CCc1nnc(NC(=O)c2cc(Cl)c(OC)c(Cl)c2)s1	3	-14	-0.1	-0.8
COc1ccc2oc(=O)c(NC(=O)c3ccc(Cl)cc3)cc2c1	-10	9	0.3	-0.3
CCN1C(=O)C(=Cc2cc([N+](=O)[O-])cc(OC)c2O)C(=O)N(CC)C1=S	10	9	0.0	2.6
COc1ccc(C2=NN(C(=O)CCC(=O)O)C(c3ccc(Cl)cc3)C2)cc1OC (centres undefined)	6	0	0.1	2.4
CCC(O)C1CCN(C(=O)c2cc(COc3ccc(OC)cc3Cl)on2)CC1 (centres undefined)	12	-49	0.0	-2.5
COc1ccc(C2C3C(=O)N(c4cccc(C)c4)C(=O)C3ON2c2ccccc2)cc1 (centres undefined)	-8	-5	-0.1	-0.6
